TDP43 rescue: qHTS of TDP-43 Inhibitors | TDP-43 expressing yeast growth rescue, BacTiter-Glo, 24 h | Potency, µM (doses to about 46.1 µM), for the others: top-dose growth rescue (activation), actives largely listed as activators | 410,000 compounds, 1.8% hits; also: % of control where 0% means no effect; nearly all actives have a fitted effect of over 50% in size
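Growth rescue of TDP-43-toxic yeast measured as ATP luminescence (BacTiter-Glo). Cells grown to mid-log in raffinose, induced in galactose at OD600=0.02, exposed to compound 24 hr at 30 deg C.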
aSyn yeast inh: qHTS of alpha-syn Inhibitors; Potency, µM (highest dose often 46.1 µM), for inactives: top-dose growth rescue (activation), usual class: activators; Yeast expressing alpha-synuclein, growth rescue, BacTiter-Glo, 24 h; 370,000 compounds, 0.14% hits; also: % of control where 0% means no effect; nearly all actives have a fitted effect of over 65% in size
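Rescue of yeast growth: cells expressing toxic alpha-synuclein, induced in galactose at OD600 0.02, incubated with compound 24 h at 30 C. ATP luminescence quantified growth; inhibitors of toxicity appear as activators.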
EPAC1 ag: qHTS for Agonist of cAMP-regulated guanine nucleotide exchange factor 3 (EPAC1): primary screen; Rap guanine nucleotide exchange factor 3 (Homo sapiens), O95398; EPAC1 agonist qHTS, biochemical assay; response scale: 100% = response to 6.5 mM cAMP; Potency, µM (titrated, usually from 154 µM), for the others: at the top dose activation, most hits filed as activators; 360,000 compounds, 0.073% hits; AID 720707, 2013; also: nearly all actives have a fitted effect of over 60% in size
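Normalized to 6.5 mM cAMP, activity reflects EPAC1-catalysed release of BODIPY-GDP from Rap1B, followed kinetically over 30 min at 480 nm excitation, 540 nm emission. Reaction contained 100 nM EPAC1, 250 nM Rap1B-BODIPY-GDP, 50 uM GDP.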
EPAC1 antagonist: qHTS for Antagonist of cAMP-regulated guanine nucleotide exchange factor 3 (EPAC1): primary screen; Rap guanine nucleotide exchange factor 3 (Homo sapiens), O95398; 360,000 compounds, 0.14% hits; EPAC1 GEF assay, Rap1b-BODIPY-GDP exchange fluorescence; Potency, µM (top dose mostly 115 µM), without a hit: at the top dose activity change, negative = inhibition, hits mostly inhibitors;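 also: plate controls were vehicle for no effect and positive control for full effect; nearly all actives have a fitted effect of over 50% in size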
FUS yeast rescue: qHTS for Suppressors of FUS Proteinopathy: Primary screen using FUS-linked yeast assay. S. cerevisiae FUS-expressing, growth rescue, OD600, 24 h. Potency, µM (doses to about 76.6 µM), for the others: at the top dose growth rescue (activation), hits mostly activators. 390,000 compounds, 0.24% hits. AID 1347120, 2019;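 also: plate controls were DMSO vehicle for no effect and reference control for full effect; nearly all actives have a fitted effect of over 55% in size; some results filed as inactive show a strong effect at the top dose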
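Toxicity suppression screen in FUS-yeast. Cells induced with 2% galactose, starting OD 0.005, treated 24hr at 30C with compounds at multiple final concentrations; growth by OD600.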
EPAC2 antag: qHTS for Antagonist of cAMP-regulated guanine nucleotide exchange factor 2 (EPAC2): primary screen. Rap guanine nucleotide exchange factor 4 (Homo sapiens), Q8WZA2. EPAC2 GEF exchange of Rap1B-BODIPY-GDP, fluorescence. Potency, µM (series often up to 114 µM), inactives show at the top dose activity, negative = inhibition, most hits filed as inhibitors. 360,000 compounds, 0.18% hits. AID 720708, 2013; also: % is scaled to controls: 0 for no effect and ±100 for the full control effect; nearly all actives have a fitted effect of over 45% in size; many of its hits are not listed in these tables
Target sequence (Q8WZA2 whole entry, looked up): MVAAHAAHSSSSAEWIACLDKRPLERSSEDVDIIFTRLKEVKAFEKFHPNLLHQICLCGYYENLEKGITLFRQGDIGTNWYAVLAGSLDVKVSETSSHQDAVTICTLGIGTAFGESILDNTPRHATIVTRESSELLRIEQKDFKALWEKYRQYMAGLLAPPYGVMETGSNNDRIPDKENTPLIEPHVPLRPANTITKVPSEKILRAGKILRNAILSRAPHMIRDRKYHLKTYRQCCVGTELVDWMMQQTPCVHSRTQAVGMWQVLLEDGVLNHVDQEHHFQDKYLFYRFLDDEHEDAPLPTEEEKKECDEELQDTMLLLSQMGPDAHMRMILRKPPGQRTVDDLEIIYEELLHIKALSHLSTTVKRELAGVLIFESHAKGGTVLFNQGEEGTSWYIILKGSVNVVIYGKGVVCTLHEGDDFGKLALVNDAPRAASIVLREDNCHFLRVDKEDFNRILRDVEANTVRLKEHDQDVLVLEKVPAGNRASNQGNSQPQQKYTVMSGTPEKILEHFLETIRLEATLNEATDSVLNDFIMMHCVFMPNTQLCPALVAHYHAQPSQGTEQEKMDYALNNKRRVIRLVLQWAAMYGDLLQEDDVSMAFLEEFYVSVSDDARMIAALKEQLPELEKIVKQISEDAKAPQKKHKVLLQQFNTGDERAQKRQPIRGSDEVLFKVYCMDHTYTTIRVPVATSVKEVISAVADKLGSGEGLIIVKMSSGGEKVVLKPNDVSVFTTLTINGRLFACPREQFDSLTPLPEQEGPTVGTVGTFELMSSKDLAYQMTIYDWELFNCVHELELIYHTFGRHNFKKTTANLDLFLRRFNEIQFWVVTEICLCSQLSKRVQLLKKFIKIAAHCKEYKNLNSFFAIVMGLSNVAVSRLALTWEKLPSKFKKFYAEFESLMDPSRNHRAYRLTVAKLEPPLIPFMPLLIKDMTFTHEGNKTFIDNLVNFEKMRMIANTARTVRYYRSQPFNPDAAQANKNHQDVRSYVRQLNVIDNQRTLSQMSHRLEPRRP
EPAC2 agonist: qHTS for Agonist of cAMP-regulated guanine nucleotide exchange factor 4 (EPAC2): primary screen; Rap guanine nucleotide exchange factor 4 (Homo sapiens), Q8WZA2; EPAC2 activation, biochemical qHTS; response scale: 100% = 6.5 mM cAMP response; Potency, µM (doses to about 154 µM), for inactives: at the highest dose activation, most hits filed as activators; 360,000 compounds, 0.079% hits; also: nearly all actives have a fitted effect of over 50% in size
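Nucleotide exchange monitored as fluorescence drop when BODIPY-GDP leaves Rap1B. Reaction: 100 nM EPAC2, 250 nM RAP1B-BODIPY-GDP, 50 uM GDP, room temperature, kinetic read over 30 min. Activity expressed relative to 6.5 mM cAMP.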
PTHR1 agonist: qHTS for PTHR1 Agonists: Primary Screen; HEK293 GP2 PTHR1 cells, GloSensor cAMP luminescence, 1 h; 410,000 compounds, 0.075% hits; Parathyroid hormone/parathyroid hormone-related peptide receptor (Homo sapiens), Q03431; AID 743266, 2014; Potency, µM (highest dose often 115 µM), inactives show top-dose activation, usual class: activators; also: nearly all actives have a fitted effect of over 55% in size; some results filed as inactive show a strong effect at the top dose; inactives centre near -15; many of its hits are not listed in these tables
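HEK-293-derived GP2 cells expressing PTHR1 and a GloSensor cAMP reporter, 3,000/well, plated overnight, given luciferin plus IBMX (each 0.5 mM as added) for 1 h at 37 °C, then compound for 1 h at 37 °C. Luminescence was read after 15 min at room temperature.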
The depositor's hits bear a star; i = inactive; ? = inconclusive; / = not tested or not shown; [ ] = remark or other dose. Calls follow the shape of the dose curve; as a rule, active = well fitted curve in the direction sought with a large enough effect; inconclusive = small, poorly fitted or top-dose-only effect, or another doubt; inactive = no such curve, though single readings can be large; an effect the other way counts as inactive or inconclusive. Potency is read from the fitted curve at half-maximal effect.

Each structure is followed by: FUS yeast rescue	EPAC2 antag	PTHR1 agonist	TDP43 rescue	EPAC1 antagonist	EPAC2 agonist	aSyn yeast inh	EPAC1 ag
- C/C(=N\NS(=O)(=O)c1ccccc1)c1cc(Cl)cc(Cl)c1O
    22%	?	-85%[inhibitor]	/	18µM*	4%	-36%[inhibitor]	-11%
- O=C(COC(=O)c1ccccc1O)NCc1ccc2c(c1)OCO2
    /	18%	-12%	5%	1%	-2%	1%	-9%
- Cc1cc(NC(=O)c2ccc(OCC3CCCO3)cc2)ccc1Br (configuration not stated)
    -5%	3%	-46%	6%	-3%	-4%	-8%	-3%
- Cc1nc2ncnn2c(C)c1Cc1ccccc1Cl
    -4%	6%	0%	10%	6%	-2%	2%	-11%
- COC(=O)[C@@]12C[C@@H](CC(=O)NCc3ccccc3)C(=O)N(Cc3ccc4c(c3)OCO4)C1=CCC(C)(C)C2
    ?	-6%	-2%	20%	3%	10%	3%	-5%
- CC(=O)Nc1ccc(-c2nnc(SCC(=O)Nc3ccc4c(c3)oc3ccccc34)n2C)cc1
    28%	-2%	-49%[inhibitor]	6%	9%	10%	2%	-2%
- Cc1cc(C)c(C(=O)OCc2csc(CC(=O)Nc3ccccc3C)n2)c(C)c1
    ?	-21%	-24%	-7%	-17%	14%	-1%	-4%
- CS(=O)(=O)N1CCC(Oc2ccccc2C(=O)NCCCc2cccnc2)CC1
    16%	4%	i	-4%[0.397 µM]	0%	-1%	-2%	0%
- O=S(=O)(NCCc1cn2ccccc2n1)c1ccc(-c2ccccc2)cc1
    22%	-11%	-19%	7%	-6%	9%	1%	-3%
- CCOCCCNC(=O)C(NC(=O)c1ccccc1O)c1ccc(C)cc1 (configuration not stated)
    28%	9%	?	0%	-39%	15%	21%	-1%
- Cc1nn(C(C)c2nc(-c3ccccc3)no2)c(C)c1[N+](=O)[O-] (configuration not stated)
    29%	-17%	-14%[57.5 µM]	6%	-21%	10%	17%	1%
- O=C(O)CSc1nc2ccccc2n1Cc1ccccc1
    3%	-3%	i	1%	0%	6%	7%	-2%
- CNC(=O)C[C@H]1C(=O)N(c2ccc(Br)cc2)C[C@@H]1CSC
    -25%	6%	-19%	11%	-8%	1%	-5%	-11%
- Cc1ccc(NS(=O)(=O)c2cccc(C(=O)Nc3c(C)n(C)n(-c4ccccc4)c3=O)c2)cc1
    3%	-6%	-10%	-10%	14%	2%	2%	17%
- Cc1nc2cc(NC(=O)N(C)c3ccc4ccccc4c3)ccc2o1
    6%	-4%	i	0%	0%	12%	9%	7%
- Cc1ccc(Cl)cc1N1CCN(S(=O)(=O)c2ccc3c(c2)OCCO3)CC1
    6%	-6%	i	12%	3%	5%	0%	0%
- COc1ccccc1CNC(=O)C(C)c1ccc([N+](=O)[O-])cc1 (configuration not stated)
    15%	5%	i	1%	5%	9%	1%	-3%
- CN(C)CCCN(C(=O)c1ccc(S(=O)(=O)N2CCc3ccccc3C2)cc1)c1nc2c(F)cccc2s1
    21%	-4%	-6%	-14%	-17%	-9%	14%	10%
- COc1ccc(S(=O)(=O)N(CC(=O)NC2CC3CCC2C3)c2ccccc2OC)cc1 (configuration not stated)
    6%	-22%	-38%[inhibitor]	9%	-23%	2%	9%	-2%
- COc1ccc(C=O)cc1OS(=O)(=O)c1ccccc1[N+](=O)[O-]
    11%	9%	-5%	-19%	5%	9%	-3%	1%
- COCCN1C=C(C(=O)OC)C(c2ccc3c(c2)OCO3)C(C(=O)OC)=C1
    -2%	9%	i	-8%	1%	5%	10%	2%
- Cc1c(CCOC(=O)C23CC4CC(CC(C4)C2)C3)sc[n+]1Cc1ccccc1
    17%	-1%	-23%	-9%	1%	2%	-1%	1%
- CC(C)C(NC(=O)c1ccc(C(C)(C)C)cc1)C(=O)OCC(=O)NC(=O)Cc1ccccc1 (configuration not stated)
    27%	-12%	i	3%	-20%	-8%	7%	-11%
- O=C(O)c1cc(N2CCCCC2)nc2ccccc12
    5%	12%	i	-23%	21%	4%	-1%	4%
- Cc1ccc(-c2nnc(SCC(=O)N/N=C/c3ccccc3C(=O)O)n2-c2ccc(Cl)cc2)cc1
    -18%	-6%	10%	6%	5%	5%	0%	-3%
- Cc1nn(C)c(Sc2ccccn2)c1[N+](=O)[O-]
    -2%	-14%	12%	-8%	-10%	-2%	-5%	5%
- COc1ccc(CN2CCNC(=O)C2CC(=O)NCCSc2nccn2C)cc1OC (configuration not stated)
    -21%	7%	i	10%	-25%	3%	-5%	2%
- COc1ccc(Nc2nc(N)c(C(=O)c3ccc(OC)cc3)s2)cc1
    22%	-3%	-6%	-8%	4%	25%	-8%	20%
- CCOC(=O)C(C(=O)OCC)C1N=C(N)N=C2Oc3ccccc3N21 (configuration not stated)
    3%	-8%	i	-8%	-15%	10%	-11%	5%
- Cc1n[nH]c(C)c1S(=O)(=O)N1CCC(C(=O)Nc2cccc(F)c2)CC1
    5%	3%	-6%	-12%	-15%	5%	2%	7%
- COc1ccc(S(=O)(=O)N2CCN(C(=O)C3CC(=O)N(c4ccccc4F)C3)CC2)cc1OC (configuration not stated)
    10%	-17%	-2%	23%	-32%	4%	-1%	15%
- CCn1c2ccccc2c2cc(CN3CCN(C(=O)c4ccco4)CC3)ccc21
    0%	-3%	-2%	-7%	4%	3%	-7%	12%
- Cc1ccc(C2CC2C(=O)NN)cc1 (configuration not stated)
    17%	7%	i	-9%	4%	-2%	0%	10%
- CCCNC(=O)c1ccc(C2SCC(=O)N2Cc2ccccc2)cc1 (configuration not stated)
    /	8%	-6%	24%	8%	6%	4%	-1%
- Cc1ccc(S(=O)(=O)Cc2ccc(C(=O)N3CCc4ccccc4C3)o2)cc1
    ?	-4%	i	?	-21%	13%	3%	-1%
- CC(C)CC(NC(N)=O)C(=O)NCc1ccc(Cl)cc1 (configuration not stated)
    -17%	1%	-3%	-12%	7%	5%	-4%	-4%
- COC(=O)C1(C)NC(c2ccco2)C2C(=O)N(c3ccc(C)cc3)C(=O)C21 (configuration not stated)
    4%	-1%	i	9%	6%	5%	1%	7%
- COc1ccc(C)cc1NC(=O)CCN1CCN(c2ccccc2F)CC1
    -8%	-3%	-24%	12%	0%	3%	4%	-15%
- Oc1c(C=C2N=c3ccccc3=N2)sc(=S)n1-c1ccc2ccccc2c1
    -13%	5%	-13%	-12%	-13%	-3%	-1%	10%
- COc1ccc(/C=N/NC(=O)CCc2nc3ccccc3[nH]2)cc1
    /	0%	-14%	-6%	-14%	9%	-4%	-2%

Structures shown so far that contain an NH in an aromatic ring, in the order listed:
Each structure is followed by: FUS yeast rescue	EPAC2 antag	PTHR1 agonist	TDP43 rescue	EPAC1 antagonist	EPAC2 agonist	aSyn yeast inh	EPAC1 ag
- Cc1n[nH]c(C)c1S(=O)(=O)N1CCC(C(=O)Nc2cccc(F)c2)CC1
    5%	3%	-6%	-12%	-15%	5%	2%	7%
- COc1ccc(/C=N/NC(=O)CCc2nc3ccccc3[nH]2)cc1
    /	0%	-14%	-6%	-14%	9%	-4%	-2%

The list continues.
Each structure is followed by: FUS yeast rescue	EPAC2 antag	PTHR1 agonist	TDP43 rescue	EPAC1 antagonist	EPAC2 agonist	aSyn yeast inh	EPAC1 ag
- COc1ccc(N(C(=O)CNC(=O)c2cccs2)C(C(=O)NC2CCCC2)c2cccnc2)cc1 (configuration not stated)
    15%	2%	i	-3%	?	3%	1%	4%
- c1ccc(Sc2ncnc3c2oc2ccccc23)cc1
    25%	-9%	-37%[inhibitor]	13µM*	-5%	17%	-1%	14%
- COC(=O)c1[nH]c2ccccc2c1NC(=O)C(C)N1CCN(C(=O)c2ccco2)CC1 (configuration not stated)
    4%	4%	i	3%	0%	-2%	4%	3%
- CCOC(=O)N1CCN(C(=O)c2cccc(S(=O)(=O)Nc3ccc(OC)cc3)c2)CC1
    -9%	14%	-16%	7%	7%	-3%	1%	3%
- Cc1cc(=O)oc2c(C)c(OCC(=O)Nc3cccnc3)ccc12
    9%	-1%	i	9%	4%	2%	-3%	1%
- CC(C)(C)C(=O)Nc1c(Br)c(C2CC2)nn1-c1ccccc1
    -21%	5%	-32%	14%	-7%	11%	-5%	8%
- Cc1ccc(S(=O)(=O)NC2c3cccc4cccc(c34)C2Sc2ncccn2)cc1 (configuration not stated)
    /	-5%	i	16µM*	-5%	17%	2%	18%
- Cc1cccnc1NC(=O)c1cccc(S(=O)(=O)N2CCN(c3ccc(F)cc3)CC2)c1
    24%	-5%	-31%[inhibitor]	-5%	-3%	-1%	1%	-1%
- CN1CCN(C2=C(Cl)C(=O)N(C3CCCCC3)C2=O)CC1
    30%	1%	i	11%	3%	7%	-5%	-1%
- CCC(C)(C(=O)NC1CCCC1)N(C(=O)c1ccccn1)c1ccccc1 (configuration not stated)
    12%	-2%	i	-17%	-2%	14%	0%	12%
- Cc1nnc(NS(=O)(=O)c2ccc(F)cc2)s1
    -5%	10%	-8%	/	-15%	1%	-2%	-5%
- Nc1c(Cl)c(Cl)nc(C(=O)N/N=C/c2cccnc2)c1Cl
    6%	1%	-20%	-12%	-15%	9%	1%	9%
- Nc1ccccc1OCCOCCOCCOc1ccccc1N
    24%	12%	?	-3%	15%	7%	-8%	10%
- Cc1nc(CN(C)C(=O)CC2C(=O)NCCN2Cc2ccc(-c3ccccc3)cc2)cs1 (configuration not stated)
    /	3%	-21%	9%	-10%	2%	-2%	-2%
- CN(Cc1c(C(=O)N/N=C/c2cccc(O)c2)nnn1-c1nonc1N)c1ccccc1
    23%	-9%	0%	0%	-4%	11%	-2%	7%
- NC(=O)c1ccc[n+]([C@H]2O[C@@H](COP(=O)([O-])OP(=O)(O)OC[C@H]3O[C@@H](n4cnc5c(N)ncnc54)[C@H](O)[C@@H]3O)[C@H](O)[C@@H]2O)c1
    -33%	-11%	-22%	-83%[inhibitor]	-11%	-4%	-72%[inhibitor]	-11%

This is a subset; count on the stated rates, not on these rows.
